TbMetRS inhib: Trypanosoma brucei MetRS inhibition; 0.4% of 360,000 active; inhibition, % at 11.9 µM; purified T. brucei MetRS, ATP depletion, Kinase-Glo luminescence;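 active = inhibition above a per-plate cutoff of the control wells' mean inhibition plus 3 SD, cut at about 5.5% in these data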;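 also: 0% = DMSO wells median and 100% = median of wells with control inhibitor compound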
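Material: T. brucei methionyl-tRNA synthetase, purified; reagent: substrates ATP, L-methionine and bulk Escherichia coli tRNA; dosing: 11.9 µM single point; timing: 15 min plus 2 h at 25 °C; detection: luminescence of leftover ATP; evaluation: % inhibition; control set: DMSO-only wells as low control; replicates: singlicate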
LMPTP block: LMPTP (human) inhibition; recombinant LMPTP-A, OMFP fluorogenic substrate, fluorescence intensity; 0.22% of 360,000 active; inhibition, % at 20 µM; AID 651560; P24666;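 active = compounds that cut the enzyme signal by at least half of the control window in the single-dose screen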;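 also: plate controls were DMSO wells with enzyme plus substrate for no effect and substrate without enzyme for full effect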
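Test system: LMPTP-A, protein tyrosine phosphatase of low molecular weight; Input: 0.625 nM enzyme; Incubation: 50 min dark incubation at room temperature; Signal: endpoint fluorescence intensity from OMFP dephosphorylation; Read-out basis: % inhibition versus control wells.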
STEP inh: blocks human striatal-enriched tyrosine phosphatase; recombinant STEP, OMFP fluorogenic substrate, fluorescence; inhibition, % at 20 µM; 0.25% of 360,000 active;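 active = inhibition at 20 µM, scaled per plate between control wells, above about 37%, limit read from the data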;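 also: 0% = DMSO with enzyme and substrate and 100% = substrate only without enzyme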
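Assay system: isolated STEP enzyme / Timing: 20 min at room temperature, dark / Doses: 20 µM, 1% DMSO / Technique: fluorescence intensity, excitation 480 nm, emission 540 nm / Reagent: fluorogenic phosphatase substrate OMFP at 25 µM final / Measure: percent inhibition scaled to no-enzyme and uninhibited-enzyme controls, plate-pattern corrected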
CSN inh: inhibitors of human CSN-mediated cullin deneddylation. Purified CSN, SCF-Nedd8-OG deneddylation, fluorescence polarization. inhibition, % at 12.5 µM. 0.38% of 360,000 active. AID 651999;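 active = pattern-corrected inhibition above about 35%, with an unprinted fluorescence ratio check between 0.5 and 1.5, limit read from the data, passing the limit was not always enough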;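 also: 0% = enzyme with substrate and 100% = substrate without enzyme; some results filed as inactive read as strong as hits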
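Schedule: reaction 90 min, room temperature / Assay system: HEK293T-derived human Csn5 enzyme / Input: Csn5 at 0.24 nM final / Measure: inhibition of Csn5 cleavage, % / Control set: substrate-only high control, full reaction low control / Technique: fluorescence polarization of the substrate / Buffer or medium: Tris/NaCl/DTT buffer, pH 7.5 / Reagent: SCFSkp2-Nedd8OG substrate at 10 nM final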
NadD inh: NadD (S. aureus) enzyme inhibition; purified NadD enzyme, colorimetric absorbance read-out; 0.78% of 360,000 active; inhibition, % at 20 µM; in the data active = inhibition above about 26%; also: some compounds past the cut are filed as inactive
MsrA inh: inhibits bovine methionine sulfoxide reductase A. purified bovine MsrA, absorbance read-out. inhibition, % at 15.5 µM. 0.75% of 360,000 active. AID 651718; in the data active = inhibition above about 4.5%;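 also: 0% = vehicle wells with enzyme and 100% = reference inhibitor wells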
Rpn11 inh: blocks the human proteasome subunit Rpn11; AID 588493; calls only at 20 µM; O00487; human 26S proteasome, Ub4-pepOG fluorescence polarization; 20S core pre-blocked with epoxomicin; 0.59% of 360,000 active;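 active = inhibition at 20 µM, scaled to each plate's controls, above about 33%, limit read from the data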
Scp-1 inhibitor: inhibitors of human Scp-1 phosphatase; Recombinant Scp1, phosphopeptide, malachite green phosphate absorbance; AID 493091; inhibition, % at 20 µM; 0.88% of 340,000 active; Q9GZU7;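 active = inhibition above about 50% at 20 µM, limit read from the data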;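 also: plate controls were DMSO wells with enzyme for no effect and wells lacking enzyme for full effect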
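assay system = SCP-1 phosphatase catalytic domain, residues 76-261 | buffer or medium = 50 mM Tris acetate pH 5.5, 0.005% Tween-20, 10 mM MgCl2 | incubation = enzyme reaction 45 min at room temperature, colour 5 min, stabilisation 30 min | signal = Phosphate-binding colour reagent, absorbance read at 630 nm | measure = % inhibition at 20 µM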
DNMT1 inh: inhibitors of human DNMT1; P26358; DNMT1 molecular beacon, Hinp1I cleavage, fluorescence; inhibition (reported as % activation of signal), % at 10 µM; 0.83% of 360,000 active; AID 588458; in the data active = inhibition above about 50%
Target sequence (P26358 504-1616 limits assumed): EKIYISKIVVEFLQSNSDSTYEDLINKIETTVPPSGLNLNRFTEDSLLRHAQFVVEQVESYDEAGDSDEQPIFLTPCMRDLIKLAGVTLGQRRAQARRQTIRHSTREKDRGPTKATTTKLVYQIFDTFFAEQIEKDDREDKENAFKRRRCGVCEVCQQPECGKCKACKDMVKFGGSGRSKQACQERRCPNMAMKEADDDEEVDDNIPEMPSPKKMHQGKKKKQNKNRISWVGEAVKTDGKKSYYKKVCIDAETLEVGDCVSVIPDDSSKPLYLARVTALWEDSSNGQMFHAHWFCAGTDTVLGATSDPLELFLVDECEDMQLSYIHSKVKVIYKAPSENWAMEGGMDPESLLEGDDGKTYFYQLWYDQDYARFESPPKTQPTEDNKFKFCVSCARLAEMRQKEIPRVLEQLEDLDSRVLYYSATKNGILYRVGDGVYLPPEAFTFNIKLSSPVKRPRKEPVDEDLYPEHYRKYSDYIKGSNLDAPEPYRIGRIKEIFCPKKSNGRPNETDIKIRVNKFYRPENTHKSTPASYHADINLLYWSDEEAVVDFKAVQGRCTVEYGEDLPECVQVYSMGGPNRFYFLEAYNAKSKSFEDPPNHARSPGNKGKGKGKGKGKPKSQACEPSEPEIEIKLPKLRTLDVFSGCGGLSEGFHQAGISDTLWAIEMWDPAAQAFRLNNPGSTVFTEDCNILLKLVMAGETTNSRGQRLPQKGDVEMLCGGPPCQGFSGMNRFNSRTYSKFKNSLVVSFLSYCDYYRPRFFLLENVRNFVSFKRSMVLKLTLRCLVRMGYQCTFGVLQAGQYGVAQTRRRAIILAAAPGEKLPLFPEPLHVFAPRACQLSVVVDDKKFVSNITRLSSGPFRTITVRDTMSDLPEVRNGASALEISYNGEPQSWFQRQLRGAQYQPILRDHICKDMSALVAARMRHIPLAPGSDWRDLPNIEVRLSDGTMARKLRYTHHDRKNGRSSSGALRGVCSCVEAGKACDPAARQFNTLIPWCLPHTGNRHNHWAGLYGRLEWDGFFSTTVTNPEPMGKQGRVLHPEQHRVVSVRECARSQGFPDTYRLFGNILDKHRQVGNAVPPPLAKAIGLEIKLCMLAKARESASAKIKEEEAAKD
SUMO1-SIM PPI: modulators of human SUMO1-mediated protein-protein interactions | P63165 | SUMO1 binding to a labelled peptide, TR-FRET, 1 h | inhibition, % at 20 µM | 0.33% of 360,000 active | AID 602429; in the data active = inhibition above about 37%
Active calls of the source: *; i = inactive; · = not tested or not shown; + = active, no number.

SMILES	TbMetRS inhib	LMPTP block	STEP inh	CSN inh	NadD inh	MsrA inh	Rpn11 inh	Scp-1 inhibitor	DNMT1 inh	SUMO1-SIM PPI
CC1CN(C(=S)Nc2ccccc2)C(C)CN1C=O (configuration not stated)	0.0	-2.8	-2	-3	-1	0.3	i	-8	1	0
Cc1ccc(C2CC(c3cccs3)=NN2C(=O)CSC2=NCCS2)cc1 (configuration not stated)	-0.5	4.1	-2	6	3	1.0	i	4	-2	-12
COc1ccc(CC(=O)Nc2nn(C)c3nc4c(C)cccc4cc23)cc1	-0.8	-2.6	-2	-2	-6	-0.7	i	-7	9	-16
COC(=O)C1OC2(OC1C(=O)OC)c1ccccc1-c1ccccc12 (configuration not stated)	-0.9	-0.4	5	-1	-2	-0.1	i	-17	1	-2
Cc1cc(=O)n(CCO)c(O)c1C#N	-1.8	-0.2	-2	-6	-1	3.8	i	-3	-6	-3
COc1cc2cc(CN(CCO)C(=O)c3cccs3)c(=O)[nH]c2cc1OC	-1.3	0.0	2	-9	-8	3.6	i	1	-1	2
CC(=O)c1ccc(N2CCN(C(=O)C3CCN(S(=O)(=O)c4ccc5c(c4)CC(C)N5C(=O)C4CC4)CC3)CC2)cc1 (configuration not stated)	-0.5	6.3	0	-4	12	2.5	i	-6	-2	-53
Cc1c(C(=O)Nc2ccc3c4c(cccc24)CC3)cccc1[N+](=O)[O-]	1.1	1.9	1	-3	-6	0.8	i	-9	-3	0
O=C(O)CCNS(=O)(=O)c1ccc(Oc2ccccc2Cl)cc1	-0.6	-3.2	-2	0	-10	-1.0	i	-9	-2	2
Cc1cc2nc3c(=O)[nH]c(=S)[nH]c3nc2cc1NC(=O)C(F)(F)F	0.5	0.9	-4	-27	-5	2.0	i	-4	15	-26
COC(=O)c1ccc(NC(=O)Cn2nnc(-c3cccs3)n2)cc1	-0.3	6.2	-1	1	-4	0.1	i	1	7	-5
O=C(O)c1cccc(NC(=O)c2ccc(N3C(=O)c4ccc(C(=O)Nc5cccc(C(=O)O)c5)cc4C3=O)cc2)c1	-0.2	-0.8	0	-2	0	-1.3	i	-7	2	6
Nc1nonc1C(=O)NCCNC(=O)c1cccc(Cl)c1	-1.1	-1.0	-6	-1	-2	-1.5	i	4	2	9
Cc1c(C)n(C)c2ccc(C(=O)N3CCN(c4ccccc4)CC3)cc12	0.3	2.1	2	0	1	1.1	i	-5	-4	6
CCn1ncc(CNC(=O)C2(C)CC2(Cl)Cl)c1C (configuration not stated)	-0.1	-2.6	0	-1	-6	-1.4	i	1	1	-2
Cc1c(-n2c(=O)n(Cc3ccccc3)c(=O)c3[nH]cnc32)cccc1S(C)=O (configuration not stated)	-1.3	-0.4	1	3	2	0.5	i	-9	2	0
Cc1ccccc1NS(=O)(=O)c1ccc(C(=O)N2CCCC(C(F)(F)F)C2)cc1 (configuration not stated)	-0.6	2.8	-2	2	-7	-0.1	i	0	-3	2
CC(C)(O)[C@H](O)COc1c2ccoc2cc2oc(=O)ccc12	-0.3	-1.0	-2	5	-4	3.2	i	-8	6	0
O=C(c1ccc(S(=O)(=O)N2CCCCC2)cc1)c1nnc(-c2ccc(Cl)cc2)o1	-0.1	-1.0	-4	-2	-1	-1.1	i	6	13	2
O=C1CN=C(Nc2ccc(Cl)cc2)N1c1ccccc1	-0.3	-3.5	6	6	0	-1.1	i	3	1	1
CCC(=O)N(C)CCc1cc2c(c(OC)c1/C=N/Nc1ccc(C(=O)O)cc1)OCO2	-0.4	0.0	-1	-2	-5	1.9	i	-6	2	-2
O=c1[nH]c(-c2ccccn2)cc2ccccc12	-0.2	-0.4	-3	-12	-2	2.4	i	-5	6	-12
CCC(C)NC(=O)Cn1cnc([N+](=O)[O-])c1 (configuration not stated)	-1.2	0.9	0	0	-5	-0.1	i	-1	1	-1
CCN(Cc1cccs1)C(=O)c1cccc(S(=O)(=O)N2CCN(C)CC2)c1	0.0	-2.6	-2	-2	16	0.0	i	15	3	2
CCN1C[C@@H]2[C@@H]3C(=O)N(C)C(=O)[C@@H]3[C@](C)(C1=O)N2C(=O)c1ccc(Cl)c(Cl)c1	-0.3	-0.5	-1	-6	0	-0.4	i	-8	1	1
O=C(NCc1ccccc1)c1cc2ccc(O)cc2oc1=O	0.3	0.3	1	6	-6	0.1	i	-2	2	-19
CCOc1ccc(NC(=O)C2=C(C)NC(=S)NC2c2ccc(O)c(OC)c2)cc1 (configuration not stated)	-0.2	-1.8	-2	2	-5	1.5	i	-8	-7	1
CC(=O)/C(C#N)=C1\NC(=O)C(Cc2ccccc2)S1 (configuration not stated)	-1.2	-0.5	2	0	0	1.1	i	-3	2	-1
CC(=O)Nc1ccc(S(=O)(=O)N[C@@H](C)C(=O)OCc2cc([N+](=O)[O-])cc3c2OCOC3)cc1	-0.3	0.0	1	-1	-4	2.0	i	6	0	-24
Cc1ccccc1CN1CCc2cc([N+](=O)[O-])ccc21	0.2	5.5	2	-1	3	0.3	i	-6	-5	-34
CS(=O)(=O)c1ccc(-c2nnn(CC(=O)N3CCCCC3)n2)cc1	-0.3	-0.9	1	0	-4	-0.9	i	-5	2	6
COC(=O)COc1ccc(C(=O)Cn2c(NCCCO)nc3ccccc32)cc1	-0.5	14	0	6	-6	-0.8	i	-11	0	0
O=C(/C=C/c1ccc(Cl)cc1)Nn1c(-c2cccs2)nc2ccccc2c1=O	-0.2	-0.4	-1	10	15	-0.2	i	-7	-1	2
Cc1ccccc1C(=O)N1CCC(C(N)=O)CC1	-0.4	-1.6	2	-3	0	0.2	+	-6	2	55*
Cc1ccccc1CS(=O)(=O)Cc1ccc(C(=O)NCCCN2CCOCC2)o1	-0.3	-5.9	-4	-6	-2	0.2	i	-4	3	-1
Cc1ccc(C)c(NC(=O)c2cc(S(=O)(=O)N3CCCCC3)ccc2N2CCOCC2)c1	-0.4	-0.2	1	2	10	0.3	i	-5	-4	0
O=C(CNc1ccccc1)N/N=C/c1ccc([N+](=O)[O-])o1	-0.4	-0.2	2	7	10	3.4	i	11	8	-23
COc1ccc(OCCNC(=O)C2(C)CCN2Cc2ccc(SC)cc2)cc1 (configuration not stated)	-0.4	-0.9	1	-9	5	0.2	i	·	4	-2
COc1ccc(CCNC(=O)CS(=O)Cc2nc(-c3ccccc3F)oc2C)cc1OC (configuration not stated)	0.1	1.0	4	7	1	-0.9	i	-9	0	1
CCN1CCN(c2nn3c(=O)c4ccccc4nc3c3ccccc23)CC1	0.0	3.6	0	1	-5	0.7	i	-16	16	-6

An excerpt of these results, in CSV form:
Structure,TbMetRS inhib,LMPTP block,STEP inh,CSN inh,NadD inh,MsrA inh,Rpn11 inh,Scp-1 inhibitor,DNMT1 inh,SUMO1-SIM PPI
COC(=O)COc1ccc(C(=O)Cn2c(NCCCO)nc3ccccc32)cc1,-0.5,14,0,6,-6,-0.8,i,-11,0,0
COC(=O)C1OC2(OC1C(=O)OC)c1ccccc1-c1ccccc12 (configuration not stated),-0.9,-0.4,5,-1,-2,-0.1,i,-17,1,-2
CC(C)(O)[C@H](O)COc1c2ccoc2cc2oc(=O)ccc12,-0.3,-1.0,-2,5,-4,3.2,i,-8,6,0
CCN1CCN(c2nn3c(=O)c4ccccc4nc3c3ccccc23)CC1,0.0,3.6,0,1,-5,0.7,i,-16,16,-6
O=C(/C=C/c1ccc(Cl)cc1)Nn1c(-c2cccs2)nc2ccccc2c1=O,-0.2,-0.4,-1,10,15,-0.2,i,-7,-1,2

Next structures
SMILES	TbMetRS inhib	LMPTP block	STEP inh	CSN inh	NadD inh	MsrA inh	Rpn11 inh	Scp-1 inhibitor	DNMT1 inh	SUMO1-SIM PPI
Cc1nc2c(C)cccn2c1C(=O)N/N=C/c1ccccc1[N+](=O)[O-]	-0.4	0.1	-2	0	-5	1.2	i	14	-1	-29
CC(=O)NS(=O)(=O)c1ccc(NC(=O)[C@@H]2CCCN2S(=O)(=O)c2ccc(Cl)cc2)cc1	-0.2	-0.7	2	6	8	-0.4	i	-1	-4	28
CCN(CC)CCNC(=O)c1ccc(NC(=O)c2ccc(C(=O)c3ccccc3)cc2)cc1	-0.4	-0.5	0	-1	-3	-0.5	i	28	4	-6
COc1cc(C)c(CN2CCC(n3nccc3NC(=O)C3CC3)CC2)cc1C	-0.1	-1.2	-3	1	1	0.4	i	-11	0	-5
Cc1nnc(SC(C)C(=O)Nc2ncc(Cl)cc2Cl)n1Cc1ccccc1 (configuration not stated)	-0.6	-2.1	-2	-4	1	0.2	i	-3	-1	-1
CC(C)CCNc1nc(N)c([N+](=O)[O-])c(NC2CCCCC2)n1	-0.4	2.6	1	3	-4	-0.3	i	5	-2	6
Cc1cc(C)c(S(=O)(=O)NCc2csc(C)n2)c(C)c1	-1.0	-1.9	-2	-1	-6	-0.4	i	-1	-1	2
O=C(NCc1ccccc1F)C(=O)NCC1CCCN1S(=O)(=O)c1cccs1 (configuration not stated)	-0.3	3.0	-2	4	-6	-0.5	i	-3	-1	-1
Cc1ccc(C(C)C)c(OCCNC(=O)c2cncc(Br)c2)c1	-1.2	2.5	-2	8	-3	-0.2	i	-6	0	-3
CCOC(=O)C1=CCN(S(=O)(=O)c2ccccc2)C1c1ccc(Cl)cc1 (configuration not stated)	-0.5	2.4	-1	-2	-9	-0.7	i	·	-2	8
C=CCn1c(=O)c2c(nc3n2CCN3c2cccc(Cl)c2C)n(C)c1=O	-0.5	-2.8	-3	3	-6	1.1	i	-7	-9	1
CC(C)Oc1ccccc1/C=N/NC(=O)C1CC1	-0.7	-0.1	2	-4	-1	0.3	i	-7	0	0
O=C(CCNC(=O)c1ccc([N+](=O)[O-])cc1)NNC(=O)c1ccccc1F	-0.3	1.6	-2	-3	-1	0.2	i	-3	4	-27
O=C1CC(N2CCSCC2)C(=O)N1c1cccc(Cl)c1 (configuration not stated)	-1.3	1.1	0	-2	-6	0.6	i	9	0	-3
C/C(=N\NC(=O)c1ccc(NS(=O)(=O)c2cccs2)cc1)c1cccs1	0.2	-0.3	-1	-11	-2	3.3	i	-8	1	2
Cc1cc(Nc2ccccc2Cl)n2nnnc2n1	-0.3	-0.5	2	-2	-1	0.8	i	0	3	6
CC12CS(=O)(=O)CC1SC(=S)N2Cc1ccccc1 (configuration not stated)	-2.1	1.9	-3	-8	-1	1.5	i	3	6	2

Screens from PubChem.
